Assay outcomes (PubChem)
M1 PAM parental = nonselective calcium activators in parental CHO-K1 cells, primary screen, counter-screen for M1 PAM project, cell-based, Fluo-8 calcium fluorescence, full deck, 1536-well; 360,000 compounds, 0.02% hits; activation, % at 3 µM; ATP EC20; 0% at ATP EC20, 100% at ATP max; AID 602247, 2012;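 active = activation above the run cutoff, the mean activation of all test compounds plus 3 SD, cut at about 40% in these data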;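 also: peak over basal fluorescence ratio in a 140 s read after ATP addition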
CHO parental Ca = ATP-evoked calcium signal inhibitors, parental CHO, primary screen, counter-screen for OX1R antagonist project, cell-based, fluorescence, Fluo-8 calcium dye. parental CHO-K1, ATP-induced calcium, Fluo-8 fluorescence. inhibition, % at 5.6 µM. 330,000 compounds, 0.63% hits;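 active = inhibition above that plate's mean sample inhibition plus 3 SD, cut at about 26% in these data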;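 also: 0% = ATP-challenged DMSO wells and 100% = DMSO wells without ATP; some compounds past the cut are filed as inactive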
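Assay system: untransfected parental CHO cell line. Also added: ATP agonist challenge. Dosing: one dose, 5.6 µM nominal. Measured by: Fluo-8 fluorescence. Read-out: % inhibition. Benchmarks: ATP wells versus no-ATP DMSO wells. Repeats: no replicates.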
CHO-K1 Ca ag = counter-screen for M1 agonists: effect in parental CHO-K1 cells | activation, % at 3 µM | 360,000 compounds, 0.48% hits | Fluo-8 calcium fluorescence; scaled to maximal ATP response, vehicle zero | AID 602248, 2012; in the data active = activation above about 15%;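 also: untransfected CHO-K1 host cells lacking M1 receptor as counterscreen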
OXTR potentiator = human OXTR potentiators, primary screen, fluorescence, CHO-OTR cells, Fluo-8 calcium; AID 2445, 2010; Oxytocin receptor (Homo sapiens), P30559; activation, % at 3 µM; 320,000 compounds, 0.061% hits; Fluo-8 calcium fluorescence, potentiator mode; 0% = oxytocin EC15, 100% = EC100;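 active = activation above that plate's cutoff, the mean activation of tested compounds plus 3 SD, cut at about 6.6% in these data, passing the limit was not always enough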;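 also: 100% uses oxytocin at 75 nM as the full agonist control; some results filed as inactive read as strong as hits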
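Replication – single well per compound, singlicate · Assay system – CHO cell line stably expressing human OTR · Timing – 6 min pre-incubation, 100 s read · Measure – normalized max/min fluorescence ratio, % activation · Doses – 3.0 µM, one dose · Detection – Fluo-8 calcium dye fluorescence · Probe or stimulus – oxytocin near EC15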
TAAR1 antag = human TAAR1 antagonists, primary screen, Fluo-8 calcium fluorescence, CHO RD-HGA16 cells. 360,000 compounds, 1.5% hits. AID 624466, 2012. antagonist. Trace amine-associated receptor 1 (Homo sapiens), Q96RJ0. inhibition, % at 3 µM;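 active = inhibition above a per-plate cutoff, the mean inhibition of test compounds on that plate plus 3 SD, cut at about 49% in these data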;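 also: 0% = DMSO plus EC80 beta-PEA response and 100% = DMSO alone without agonist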
Target sequence (Q96RJ0 whole entry, looked up): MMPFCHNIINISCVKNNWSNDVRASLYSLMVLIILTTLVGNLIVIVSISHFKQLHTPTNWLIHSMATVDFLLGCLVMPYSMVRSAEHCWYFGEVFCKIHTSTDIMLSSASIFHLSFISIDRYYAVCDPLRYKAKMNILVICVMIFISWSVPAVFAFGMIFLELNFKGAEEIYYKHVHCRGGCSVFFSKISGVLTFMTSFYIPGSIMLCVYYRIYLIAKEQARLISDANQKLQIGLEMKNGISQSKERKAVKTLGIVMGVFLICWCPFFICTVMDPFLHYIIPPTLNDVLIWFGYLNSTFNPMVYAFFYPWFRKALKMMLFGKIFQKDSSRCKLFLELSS
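Test system: hTAAR1-expressing CHO RD-HGA16 cells, Gα16-coupled; Probe or stimulus: EC80 β-phenethylamine stimulus; Compound dosing: single nominal final test compound concentration of 3 µM; Timing: 140 s kinetic read after compound, 140 s after agonist; Signal: Fluo-8 calcium-sensitive fluorescence; Measure: % inhibition of agonist calcium response; Controls: DMSO and EC80 PEA controls.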
V1aR counter = agonists of human V1a receptor, primary screen, counter-screen for OXTR agonist project, fluorescence, CHO-V1R cells; activation, % at 3 µM; 320,000 compounds, 0.25% hits; Fluo-8 calcium fluorescence, agonist mode; 0% DMSO, 100% 3 nM vasopressin; Vasopressin V1a receptor (Homo sapiens), P37288;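 active = activation above the mean activation of all tested compounds plus 3 SD, per screening run, cut at about 20% in these data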;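 also: signal is peak over basal fluorescence ratio across a 100 second FLIPR read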
Target sequence (P37288 whole entry, looked up): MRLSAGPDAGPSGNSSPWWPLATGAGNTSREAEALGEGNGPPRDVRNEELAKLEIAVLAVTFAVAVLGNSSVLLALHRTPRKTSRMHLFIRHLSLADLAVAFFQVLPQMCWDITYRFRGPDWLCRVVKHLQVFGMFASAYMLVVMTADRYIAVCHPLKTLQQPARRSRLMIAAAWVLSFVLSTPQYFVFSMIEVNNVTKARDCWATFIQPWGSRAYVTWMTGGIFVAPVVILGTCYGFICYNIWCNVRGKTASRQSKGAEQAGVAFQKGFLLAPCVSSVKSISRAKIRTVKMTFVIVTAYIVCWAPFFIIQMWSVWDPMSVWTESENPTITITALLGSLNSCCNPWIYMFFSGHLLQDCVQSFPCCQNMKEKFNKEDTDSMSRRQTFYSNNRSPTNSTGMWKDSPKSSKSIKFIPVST
CHO-K1 Ca antag = nonselective inhibitor or artifact in parental CHO-K1 cells. ATP-induced calcium, Fluo-8 fluorescence. inhibition, % at 3 µM. 360,000 compounds, 0.6% hits. AID 602250;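 active = inhibition above a per-plate cutoff, the plate's mean sample inhibition plus 3 SD, cut at about 24% in these data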;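 also: 0% = DMSO plus EC80 ATP and 100% = DMSO alone without ATP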
GPR7 antagonist = GPR7 receptor antagonists, primary screen, cell-based, fluorescence, single concentration. Neuropeptides B/W receptor type 1 (Homo sapiens), P48145. GPR7-expressing cells, fluorescence antagonist assay. inhibition, % at 4.4 µM. 290,000 compounds, 1.1% hits. AID 1861, 2009; in the data active = inhibition above about 16%, passing the limit was not always enough;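 also: cells stimulated with the agonist NPW; 0% = agonist with vehicle and 100% = vehicle without agonist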
Target sequence (P48145 whole entry, looked up): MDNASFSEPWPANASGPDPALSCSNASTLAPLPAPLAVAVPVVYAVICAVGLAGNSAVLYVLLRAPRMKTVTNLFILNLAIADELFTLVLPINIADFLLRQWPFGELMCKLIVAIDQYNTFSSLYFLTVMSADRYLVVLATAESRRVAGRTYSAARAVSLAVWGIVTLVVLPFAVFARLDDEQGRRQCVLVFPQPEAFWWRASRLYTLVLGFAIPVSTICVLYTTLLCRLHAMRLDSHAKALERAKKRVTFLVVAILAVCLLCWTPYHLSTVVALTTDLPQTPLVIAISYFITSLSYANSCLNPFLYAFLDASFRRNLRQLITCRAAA
OXTR agonist = human OXTR agonists, primary screen, fluorescence, CHO-OTR cells, Fluo-8 calcium | Oxytocin receptor (Homo sapiens), P30559 | Fluo-8 calcium fluorescence; normalized: DMSO 0%, oxytocin 100% | activation, % at 3 µM | 320,000 compounds, 0.32% hits;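 active = activation above the mean of all tested compounds plus 3 SD, cutoff set per screening run, cut at about 20% in these data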;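 also: peak over basal fluorescence ratio from a 100 s FLIPR kinetic read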
The depositor's hits bear a star; . = no result given.

SMILES | M1 PAM parental | CHO parental Ca | CHO-K1 Ca ag | OXTR potentiator | TAAR1 antag | V1aR counter | CHO-K1 Ca antag | GPR7 antagonist | OXTR agonist
C=CCn1c(Oc2ccccc2)nc2c1c(=O)n(C)c(=O)n2C | 6 | -3 | -0.3 | -3 | -16 | 0.3 | -1 | -5 | -1.5
COC(=O)c1nc(N)sc1-c1ccc(OC)cc1 | 7 | 0 | 0.2 | -10 | -1 | 0.1 | -4 | -12 | -1.4
Cc1cc(S(=O)(=O)NCc2ccccc2)ccc1OCC(=O)Nc1cccc([N+](=O)[O-])c1 | 13 | 49* | 7.4 | -9 | 41 | 3.4 | 11 | 5 | 0.7
COc1ccc(Br)c2oc(S)cc(=O)c12 | 20 | -21 | 0.5 | -5 | -1 | 0.3 | -13 | -3 | 0.6
COc1cccc(C(=O)Nc2ccc(Oc3cccc(C(F)(F)F)c3)nc2)c1 | 2 | 5 | 9.3 | -13 | 5 | 8.3 | 0 | 2 | 4.5
CN(C)S(=O)(=O)c1cc(NC(=O)C2=COCCO2)ccc1Cl | 10 | -10 | 0.9 | -5 | -1 | 0.7 | -8 | . | 0.6
CCOc1ccc(S(=O)(=O)N2CCC(C(=O)Nc3cccc(NC(C)=O)c3)CC2)cc1 | 8 | -13 | -0.8 | -5 | -19 | 0.8 | -7 | 0 | -0.4
CSc1ccc(CN(C)CC(=O)Nc2ccc(C)cc2Br)cc1 | -10 | -8 | 0.0 | -9 | -20 | -0.5 | 8 | 8 | -0.5
Cc1ccccc1NC(=O)c1c(C)[nH]c(=S)c(C#N)c1-c1ccc(Cl)cc1 | -1 | -4 | 0.1 | -9 | -5 | 0.0 | 0 | -9 | -0.8
COC(=O)[C@@]12CCCCN1[C@H](c1ccc(-c3ccc(F)cc3)cc1)[C@H]1C(=O)N(C)C(=O)[C@H]12 | -4 | -33 | 0.1 | -6 | -10 | 1.4 | -8 | . | 0.8
Cn1cnnc1SCC(=O)N/N=C/c1ccc(OCC(N)=O)cc1 | 9 | -10 | 0.4 | -4 | -29 | -0.8 | -4 | -9 | 0.2
Cc1cc(C)c(OCC(=O)Nc2nnc(-c3ccco3)o2)c(C)c1 | 16 | -24 | 0.2 | 1 | -22 | -1.1 | -8 | -7 | 0.4
CCCC1=C(C(=O)OCC)C(c2ccco2)C(C#N)=C(N)O1 (stereo not drawn) | 10 | -11 | 0.6 | -2 | -31 | -0.8 | -13 | -12 | -2.5
O=C(NC1CC1)c1cc(-c2ccco2)nc2ccccc12 | 20 | . | 0.7 | . | . | . | 9 | 12 | .
CCCCn1c(-c2csc(CC)c2)n[nH]c1=S | 21 | -5 | 1.5 | 6 | -12 | 0.0 | -6 | -5 | -2.9

Brought forward from above: 3 compounds; new compounds follow.
SMILES | M1 PAM parental | CHO parental Ca | CHO-K1 Ca ag | OXTR potentiator | TAAR1 antag | V1aR counter | CHO-K1 Ca antag | GPR7 antagonist | OXTR agonist
CCCC1=C(C(=O)OCC)C(c2ccco2)C(C#N)=C(N)O1 (stereo not drawn) | 10 | -11 | 0.6 | -2 | -31 | -0.8 | -13 | -12 | -2.5
O=C(NC1CC1)c1cc(-c2ccco2)nc2ccccc12 | 20 | . | 0.7 | . | . | . | 9 | 12 | .
CCCCn1c(-c2csc(CC)c2)n[nH]c1=S | 21 | -5 | 1.5 | 6 | -12 | 0.0 | -6 | -5 | -2.9
Nc1nc(SCC(=O)Nc2cc(Cl)ccc2Cl)n[nH]1 | 6 | -18 | 0.1 | 0 | -1 | 0.5 | -5 | . | 2.4
CN(CC(=O)Nc1ccccc1Cl)C(=O)COC(=O)CCN1C(=O)C2CC=CCC2C1=O (stereo not drawn) | 18 | 0 | 1.0 | 3 | -31 | 0.2 | -12 | . | -0.4
COC(=O)[C@]12CCCCC=C1N(CCC1=CCCCC1)C(=O)[C@H](CC(=O)NCc1cccc(C(F)(F)F)c1)C2 | 7 | . | 0.9 | . | 4 | . | -10 | . | .
O=C(CSc1nc2ccccc2c(=O)n1Cc1ccco1)Nc1cccc(O)c1 | 4 | -24 | 1.3 | -16 | -3 | 1.4 | 0 | -1 | -0.8
CCc1ccccc1NC(=O)CNC(=O)c1cn(Cc2ccccc2)nc1-c1cccnc1 | 11 | -5 | 0.7 | -12 | -25 | -0.3 | -23 | . | -0.7
COc1ccc(-n2nnnc2C(c2cc3ccccc3o2)N2CCN(C/C=C/c3ccccc3)CC2)cc1 (stereo not drawn) | 13 | . | 1.1 | . | -25 | . | -21 | . | .
Cc1ccc(OCCCC(=O)NCc2ccco2)cc1 | 10 | -7 | 0.0 | 4 | 0 | -0.4 | -6 | 3 | -0.7
C=C1CC2C=C(NC(C)=O)CC(C1)C2 (stereo not drawn) | 16 | -9 | 0.8 | 3 | -16 | 0.6 | -10 | 0 | 0.4
Cc1ccc(-c2cc(C(=O)N(C)CC(=O)Nc3ccccc3Br)c3ccccc3n2)o1 | 14 | -8 | 6.4 | -9 | 66* | -1.9 | 7 | . | -0.9
O=C(COc1ccc(S(=O)(=O)N2CCCC2)cc1)NCc1ccco1 | 19 | -13 | -0.1 | -10 | . | 0.9 | -4 | 2 | 0.9
Cc1ccccc1C(=O)Nc1ccccc1C(=O)NCC(C)C | 2 | -5 | 4.6 | -5 | -10 | -1.3 | -3 | 5 | -0.4
O=S(=O)(NCC(Nc1ccccc1)c1ccccc1)c1ccc(Cl)cc1 (stereo not drawn) | 19 | -17 | -0.1 | -16 | 51* | 0.4 | -7 | -15 | -1.9
CCOC(=O)C1CCN(C=Nc2cc(C)on2)CC1 | 13 | 14 | -0.2 | -19 | -4 | -0.3 | -8 | -3 | -0.9
C=CCNC(=S)NNC(=O)c1ccc([N+](=O)[O-])cc1 | 6 | 3 | -0.1 | -11 | -3 | 1.2 | 3 | -6 | -0.3
CCC(C)C(=O)N1CCCC(c2nc(-c3cccs3)no2)C1 (stereo not drawn) | -4 | -7 | 0.1 | -10 | 2 | -0.2 | 14 | -4 | -0.7
CN(C1CCCCC1)S(=O)(=O)c1ccc(C(=O)N2CCN(c3nc4ccccc4s3)CC2)cc1 | 6 | -10 | 0.8 | -4 | -3 | 3.3 | -7 | 22* | 2.1
O=C(O)/C(=C\c1ccc(-c2ccccc2[N+](=O)[O-])o1)c1ccccc1 | 8 | -12 | 0.0 | -8 | -19 | 1.2 | 0 | 7 | -1.1
CCC(Oc1nc2ccccc2nc1-c1ccccc1NC(C)=O)C(=O)c1ccccc1 (stereo not drawn) | -6 | -21 | 0.1 | 0 | 5 | -0.9 | -1 | 0 | -1.6
c1ccc2c(c1)ncn2-c1ccc(-c2ccnc3ncnn23)cc1 | 6 | -28 | 0.2 | -11 | 3 | 0.4 | -10 | -5 | 0.1
COc1ccc(NC(=O)CCNS(=O)(=O)c2cccc3nsnc23)cc1OC | 26 | -1 | 0.9 | -8 | 2 | 0.6 | -7 | -7 | -1.1
C/C(=N\NC(=O)Cc1ccc([N+](=O)[O-])cc1)c1cccnc1 | 12 | . | 1.9 | . | -22 | . | -8 | 23* | .
COc1cc(NC(=O)c2cc(S(=O)(=O)N3CCCCC3)ccc2N2CCOCC2)cc(OC)c1OC | 1 | . | 0.3 | . | -16 | . | -16 | . | .
COc1cc(S(=O)(=O)N2CCN(Cc3ccccc3)CC2)ccc1Br | -1 | -21 | 1.5 | -11 | 7 | -1.1 | 48* | -17 | -2.6
Cc1cc(N2C(=O)C(O)=C(C(=O)c3cc4ccccc4o3)C2c2ccc(Br)cc2)no1 (stereo not drawn) | 9 | -12 | -0.1 | -4 | -20 | 0.5 | 10 | -1 | 0.6
Cc1ccc(Cl)cc1NC(=O)NCCN1CCCCC1 | 3 | 9 | 0.7 | -7 | -23 | 0.8 | -1 | -21 | 0.4
Cc1nn(C2CCS(=O)(=O)C2)c(Cl)c1/C=C/C(=O)OCC(=O)Nc1ccccc1[N+](=O)[O-] (stereo not drawn) | 0 | -26 | 0.3 | -20 | 30 | 2.1 | -4 | -7 | -0.4
O=S(=O)([N-]c1nc2ccccc2nc1-[n+]1ccccc1)c1ccccc1 | -4 | -1 | -0.2 | 1 | -10 | 1.2 | -1 | -3 | 1.5
CN(C)CCOC1c2ccccc2C=Cc2ccccc21 | . | -9 | . | 7 | -13 | -0.7 | . | . | 1.3
Clc1ccccc1N1CCN(Cc2c[nH]c3ccccc23)CC1 | 14 | 13 | 3.0 | -14 | 14 | 1.6 | -2 | . | 4.2
Nn1c(SCC(=O)Nc2ccc(F)cc2)nnc1-c1ccccn1 | 25 | -22 | 0.7 | -8 | -7 | 0.5 | -13 | -14 | -1.4
O=C(Nc1ccccc1C(F)(F)F)NC1(C(=O)N2CCOCC2)CCCCC1 | 6 | . | 0.2 | . | -17 | . | -12 | . | .
O=C(COc1ccc(Cl)cc1Cl)NN1C(=O)C2C3C=CC(C3)C2C1=O (stereo not drawn) | 16 | -7 | 1.1 | -3 | -26 | 1.6 | -21 | -8 | -0.7

Compound profiles, as listed above. Order of values: M1 PAM parental | CHO parental Ca | CHO-K1 Ca ag | OXTR potentiator | TAAR1 antag | V1aR counter | CHO-K1 Ca antag | GPR7 antagonist | OXTR agonist
CN(C)CCOC1c2ccccc2C=Cc2ccccc21 reads . | -9 | . | 7 | -13 | -0.7 | . | . | 1.3
COc1cc(S(=O)(=O)N2CCN(Cc3ccccc3)CC2)ccc1Br reads -1 | -21 | 1.5 | -11 | 7 | -1.1 | 48* | -17 | -2.6
Cc1nn(C2CCS(=O)(=O)C2)c(Cl)c1/C=C/C(=O)OCC(=O)Nc1ccccc1[N+](=O)[O-] (stereo not drawn) reads 0 | -26 | 0.3 | -20 | 30 | 2.1 | -4 | -7 | -0.4
Nn1c(SCC(=O)Nc2ccc(F)cc2)nnc1-c1ccccn1 reads 25 | -22 | 0.7 | -8 | -7 | 0.5 | -13 | -14 | -1.4
CCC(Oc1nc2ccccc2nc1-c1ccccc1NC(C)=O)C(=O)c1ccccc1 (stereo not drawn) reads -6 | -21 | 0.1 | 0 | 5 | -0.9 | -1 | 0 | -1.6
